Screening results deposited in PubChem by Broad Institute.
EWS-Fli block – blocks EWS/Fli oncoprotein-driven transcription | hit rate 0.67% among 350,000 | A673 NR0B1-luciferase reporter, viability-normalised | inhibition, % at 12.6 µM;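 active means mean inhibition of at least 50% after viability correction, with every replicate also passing that limit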;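 further: firefly luciferase signal divided by Alamar Blue viability fluorescence both relative to DMSO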
E-sel inducer – E-selectin induction on HUVECs. P16581. HUVEC E-selectin immunofluorescence imaging; normalized: neutral wells 0, TNF-alpha wells 100. activation, % at 7.58 µM. hit rate 0.37% among 260,000;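 active means mean E-selectin-positive cell signal at least 10% of the positive control, reached in at least 60% of replicates, without over 20% cell loss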;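 further: in these data hits start at about 27%; measured in HUVEC primary endothelial cells; signal is the percent of cells scored E-selectin positive by PE staining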
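Test system: HUVEC; input: 3,000 HUVEC/well; measured by: immunofluorescence imaging; read-out: % PE-positive cells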
S100A4 inh HTS – inhibitors of human S100A4 binding to myosin IIA peptide; inhibition, % at 10.7 µM; hit rate 0.14% among 360,000; S100A4/TAMRA-MyoIIA peptide fluorescence polarization; P26447;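 active means mean inhibition of at least 70% across replicates, with every replicate also reaching that level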
Target sequence (P26447 whole entry, looked up): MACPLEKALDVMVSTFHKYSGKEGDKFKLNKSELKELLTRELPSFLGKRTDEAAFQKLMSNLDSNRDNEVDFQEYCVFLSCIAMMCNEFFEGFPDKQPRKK
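Material: S100A4 monomer (human). Medium: Calcium-containing HEPES buffer, pH 7.2. Probe or stimulus: labelled myosin peptide probe, 5 nM. Compound dosing: one concentration per compound. Timing: polarization read 5 min after assay mix addition, stable 5–60 min. Benchmarks: DMSO as neutral control, TFP as positive control.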
esBAF inh – blocks esBAF chromatin remodeling in mouse ES cells; AID 602393; Bmi1-luciferase knock-in reporter, 24 h; 100% = twice the neutral-well signal; hit rate 2% among 350,000; reporter increase, % at 12.5 µM; in the data active means activation above about 40%;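 further: 0% = median of the plate's neutral control wells and 100% = double that signal; a rise in the Bmi1 reporter signal indicates esBAF inhibition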
XiGFP reactiv – reactivates the inactive X chromosome in mouse fibroblasts | XiGFP mouse fibroblasts, % GFP-positive cells imaging, 3 d; cells co-treated with 5-aza-dC sensitizer; scaled so ellipticine positive control = 100% | activation, % at 7.58 µM | hit rate 0.055% among 360,000;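 active means mean normalized replicate activation at least 10% and every replicate at or above 10%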;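 further: 0% = median of on-plate neutral control wells and 100% = ellipticine 6 µM median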
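Material: XiGFP fibroblasts, SV40-immortalized; Buffer or medium: DMEM containing 5-aza-dC; Compound dosing: single point; Times: 3 days compound exposure.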
RAD52 inh – blocks human RAD52 DNA annealing; hit rate 0.46% among 360,000; AID 651710; inhibition, % at 18.7 µM; recombinant RAD52 DNA annealing, FRET fluorescence;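 active means every replicate showing at least 50% inhibition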
Target sequence (P43351 whole entry, looked up): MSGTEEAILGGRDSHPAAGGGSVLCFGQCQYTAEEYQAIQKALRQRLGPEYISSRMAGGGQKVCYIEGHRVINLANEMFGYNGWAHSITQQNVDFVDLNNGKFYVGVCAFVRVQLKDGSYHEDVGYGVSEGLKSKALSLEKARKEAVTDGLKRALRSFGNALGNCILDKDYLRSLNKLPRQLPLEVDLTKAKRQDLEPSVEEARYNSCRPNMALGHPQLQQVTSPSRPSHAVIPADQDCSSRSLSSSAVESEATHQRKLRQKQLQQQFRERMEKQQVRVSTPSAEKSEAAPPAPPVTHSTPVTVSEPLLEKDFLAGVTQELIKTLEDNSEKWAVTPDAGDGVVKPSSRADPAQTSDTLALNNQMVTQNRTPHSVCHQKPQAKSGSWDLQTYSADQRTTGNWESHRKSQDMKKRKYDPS
RAD54 branch – RAD54 (human) branch migration inhibition; Q92698; RAD54 Holliday junction branch migration, FAM/BHQ fluorescence; inhibition, % at 10.4 µM; hit rate 0.14% among 360,000;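 active means mean normalized replicate activity at least 40 and at least half of replicates scoring 40 or more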;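 further: 0% = median of neutral control wells and 100% = median of positive control wells; inhibitors cause a drop in the FAM fluorescence signal; in these data hits start at about 50%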
FN deposit inh – fibronectin deposition inhibition; AID 743247; AH1F fibroblasts, Alexa488-fibronectin deposition fluorescence, overnight; hit rate 0.086% among 350,000; inhibition, % at 12.6 µM;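 active means mean inhibition across replicates of 30% or more, regardless of how many single replicates reach that level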;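 further: positive control wells lacked labelled fibronectin entirely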
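Material: AH1F fibroblast monolayer depositing Alexa488-labelled fibronectin into matrix / Amount: 10000 AH1F cells per well / Signal: fluorescence 485/525 nm / Medium: DMEM, 2% serum / Compound: single dose, pinned / Incubation: 1 h cell adhesion before compound, then overnight fibronectin incubation / Reagent: Alexa488-FN, 24 nM final / Read-out: inhibition of fibronectin deposition signal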
Starred values were filed as active, the others as inactive; . = no result given; & = joins results of further samples. Not a hit list (roughly 3% active in at least one column).

#	Structure	EWS-Fli block	E-sel inducer	S100A4 inh HTS	esBAF inh
1	CO[C@@H]1CN(C)C(=O)c2ccc(NS(=O)(=O)c3cccc(F)c3)cc2OC[C@H](C)N(Cc2cc(F)ccc2F)C[C@H]1C	4	0.1	3	0
2	CC(C)[C@H](NC(=O)c1ccc(Cl)cc1Cl)C(=O)N1CCC[C@H]1C(=O)NCc1ccccc1	-3	0.0	-2	.
3	O=C(OC(C(=O)NCc1ccc2c(c1)OCO2)c1ccncc1)c1ccc(Cl)nc1 (configuration not stated)	10	-1.7	-3	-3
4	CCCCNC(=O)CSc1nnc(Cc2ccc(Cl)c(Cl)c2)c(=O)[nH]1	0	-0.1	2	-5
5	CCCNC(=O)N1CC2(CN(S(=O)(=O)CC)C2)c2c(n(C)c3cc(OC)ccc23)[C@H]1CO	5	0.8	-3	.
6	NC(=O)c1oc2ccccc2c1NC(=O)c1ccco1	-10	0.2	-1	-3
7	CCN1CCN(C(=O)c2ccc(OCC(=O)Nc3ccc(F)cc3)c(OC)c2)CC1	10	-2.8	-4	2
8	C[C@H](CO)N1C[C@H](C)[C@H](CN(C)S(=O)(=O)c2ccccc2)Oc2ncc(-c3ccccc3)cc2C1=O	-3	-0.1	11	-1

#	XiGFP reactiv	RAD52 inh	RAD54 branch	FN deposit inh
1	-0.1	2	-19	4
2	0.5	1	.	-8
3	0.0	0	-7	1
4	0.0	-27	0	1
5	0.4	-2	.	.
6	0.0	1	-2	1
7	0.0	-7	-5	0
8	0.8	16	6	2

(list continues)
#	Structure	EWS-Fli block	E-sel inducer	S100A4 inh HTS	esBAF inh
9	Cc1cc(C)c(C#N)c(SCc2nnc(-c3ccccc3[N+](=O)[O-])o2)n1	-64	.	0	23
10	COCC(=O)Nc1ccc2c(c1)C(=O)N(C)[C@H]1CC[C@@H](CC(=O)NCc3ccccc3)O[C@@H]1CO2	-4	0.3	-8	-3
11	CC=Cc1ccc2n(c1=O)C[C@@H]1[C@@H](CO)[C@H](C(=O)N3CCC(Cc4ccccc4)CC3)N(CCC)[C@H]21 (mixture of isomers)	12	0.1	-2	.
12	COc1cc(C(=O)Oc2ccccc2/C=N/NC(=O)c2ccc(Cl)cc2)cc(OC)c1OC	-62	0.9	13	.
13	CC(NC(=O)c1ccco1)c1nc(-c2ccccc2)no1 (configuration not stated)	-3	0.0	10	3
14	CC(=O)N1[C@@H]2c3ccc(-c4ccccc4)c(=O)n3C[C@H]1[C@H](CO)[C@H]2C(=O)N1CCN(C)CC1	-8	-0.1	10	-6
15	COc1ccc(S(=O)(=O)N2CCc3ccccc32)cc1C(=O)O	18	.	-9	-4
16	COc1cc(C)nc(N(C)C(C)=O)n1	.	-0.1	.	2

#	XiGFP reactiv	RAD52 inh	RAD54 branch	FN deposit inh
9	0.0	-9	.	1
10	0.3	5	-13	-16
11	0.4	-55	.	.
12	-0.1	0	.	-1
13	0.1	-6	-3	0
14	0.2	4	4	.
15	0.2	10	-3	3
16	0.7	.	3	4

Arranged by heavy-atom count (largest number first): part of the list above
#	Structure	EWS-Fli block	E-sel inducer	S100A4 inh HTS	esBAF inh
11	CC=Cc1ccc2n(c1=O)C[C@@H]1[C@@H](CO)[C@H](C(=O)N3CCC(Cc4ccccc4)CC3)N(CCC)[C@H]21 (mixture of isomers)	12	0.1	-2	.
10	COCC(=O)Nc1ccc2c(c1)C(=O)N(C)[C@H]1CC[C@@H](CC(=O)NCc3ccccc3)O[C@@H]1CO2	-4	0.3	-8	-3
14	CC(=O)N1[C@@H]2c3ccc(-c4ccccc4)c(=O)n3C[C@H]1[C@H](CO)[C@H]2C(=O)N1CCN(C)CC1	-8	-0.1	10	-6
5	CCCNC(=O)N1CC2(CN(S(=O)(=O)CC)C2)c2c(n(C)c3cc(OC)ccc23)[C@H]1CO	5	0.8	-3	.
9	Cc1cc(C)c(C#N)c(SCc2nnc(-c3ccccc3[N+](=O)[O-])o2)n1	-64	.	0	23
15	COc1ccc(S(=O)(=O)N2CCc3ccccc32)cc1C(=O)O	18	.	-9	-4
13	CC(NC(=O)c1ccco1)c1nc(-c2ccccc2)no1 (configuration not stated)	-3	0.0	10	3
6	NC(=O)c1oc2ccccc2c1NC(=O)c1ccco1	-10	0.2	-1	-3
16	COc1cc(C)nc(N(C)C(C)=O)n1	.	-0.1	.	2

#	XiGFP reactiv	RAD52 inh	RAD54 branch	FN deposit inh
11	0.4	-55	.	.
10	0.3	5	-13	-16
14	0.2	4	4	.
5	0.4	-2	.	.
9	0.0	-9	.	1
15	0.2	10	-3	3
13	0.1	-6	-3	0
6	0.0	1	-2	1
16	0.7	.	3	4

(next part)
#	Structure	EWS-Fli block	E-sel inducer	S100A4 inh HTS	esBAF inh
17	COc1ccc(N2N=NN(C(C)C)C2=C(Cl)c2nnnn2-c2ccc(OC)cc2)cc1	-18	-0.4	-1	.
18	CCCC(=O)Nc1ccc2c(c1)C(=O)N(C)C[C@@H](OC)[C@H](C)CN(C(=O)c1cnccn1)[C@@H](C)CO2	6	-0.3	-2	0
19	Cc1ccc(C(=O)NC2CCN(CC(=O)NC3CCC(C)CC3)CC2)cc1 (configuration not stated)	-8	.	-3	-3
20	O=C1NC(=Nc2cccc([N+](=O)[O-])c2)SC1(CO)CO	8	0.3	-6	1
21	O=C(Cc1ccccc1)N(c1ccccc1)c1ccccc1	-1	.	-16	9
22	CC(C)(C)OC(=O)N1CCN(Cc2ccc(F)c(B(O)O)c2)CC1	-7	-1.2	-10	-9
23	COc1cccc(-c2nc(CS(=O)(=O)CC(=O)NCCC(C)C)c(C)o2)c1	-1	-0.4	-4	5
24	CC(C)NC(=O)N(C)C[C@H]1OCCCC[C@H](C)Oc2ccc(NS(=O)(=O)c3ccc(Cl)cc3)cc2C(=O)N([C@@H](C)CO)C[C@@H]1C	-4	-0.1	-18	-3

#	XiGFP reactiv	RAD52 inh	RAD54 branch	FN deposit inh
17	0.3	-16	.	6
18	0.1	0	-6	2
19	0.5	-6	-1	-12
20	0.0	-5	-14	5
21	.	0	-6	.
22	0.0	-10	0	0
23	0.5	-9	-2	-1
24	-0.2	9	-4	3

Other entries.
#	Structure	EWS-Fli block	E-sel inducer	S100A4 inh HTS	esBAF inh
25	C=CCc1c(C)nc2c(OC)cccc2c1Cl	7	-0.2	50	2
26	CCC1(C)NC(=O)N(CC(=O)c2cc(C)n(C3CC3)c2C)C1=O (configuration not stated)	-5	0.7	-3	18
27	COCCNC(=O)C[C@@H]1C[C@H]2c3cc(NC(=O)c4cccnc4)ccc3O[C@H]2[C@H](CO)O1	2	0.3	-5	-1
28	CCc1ccc2nc(N(CCCN(C)C)C(=O)c3ccc(S(=O)(=O)N4CCCc5ccccc54)cc3)sc2c1	.	0.2	-1	-26
29	COCCn1c(SCc2ccc(OC)c(F)c2)nc2ccccc2c1=O	2	-1.6	-1	.
30	COc1ccc(/C=N/OCC(=O)Nc2ccc3c(c2)OCO3)c(OC)c1	8	-0.1	4	-6
31	CC(Oc1ccc(F)cc1)C(=O)Nc1cc(S(=O)(=O)N2CCCCC2)ccc1N1CCOCC1 (configuration not stated)	14	-0.1	-2	6
32	CCN(CC1COc2ccccc2O1)C(=O)CN1C(=O)NC(C)(c2ccccc2)C1=O (configuration not stated)	8	0.4	-11	-3

#	XiGFP reactiv	RAD52 inh	RAD54 branch	FN deposit inh
25	0.0	2	1	7
26	0.0	-4	-1	-4
27	0.1	-5	4	1
28	0.1	71*	10	-2
29	0.0	-11	.	3
30	0.4	2	-5	-1
31	-0.1	-2	.	-2
32	0.0	-26	-10	7

Later entries
#	Structure	EWS-Fli block	E-sel inducer	S100A4 inh HTS	esBAF inh
33	Cc1cc(C(=O)COC(=O)Cc2ccc(Br)cc2)c(C)n1C	-4	0.5	-3	-5
34	C[C@H](CO)N1C[C@H](C)[C@@H](CN(C)Cc2ccccc2)Oc2ccc(NC(=O)c3ccncc3)cc2C1=O	-10	-0.1	-2	5
35	O=C(CCc1ccccc1)Nc1ccc(NC(=O)C2CCCCC2)nc1	-22	-8.3	2	.
36	Cc1ccc(CN2CC(=O)N3[C@H](CO)[C@@H](c4ccc(-c5cccnc5)cc4)[C@H]3C2)cc1	.	-0.2	11	.
37	COc1ccc(NC(=O)CSCC(=O)N(C)Cc2c(F)cccc2Cl)cc1	4	-1.2	1	2
38	CC(C)OCCCNC(=O)c1ccc2c(c1)ncn2C1CCCC1	2	0.0	-2	21
39	CNc1nnc(SCC(=O)c2cc(C)n(C3CC3)c2C)s1	-86	0.0	-11	34
40	COC(=O)[C@]12CCCCC=C1N(Cc1ccco1)C(=O)[C@H](CC(=O)NCCCN1CCCC1=O)C2	-5	0.0	0	.

#	XiGFP reactiv	RAD52 inh	RAD54 branch	FN deposit inh
33	0.1	-7	-1	-3
34	0.0	6	6	.
35	0.2	-15	.	-6
36	0.1	12	.	.
37	0.2	-5	-8	0
38	0.3	-6	-7	-1
39	0.2	-15	-3	3
40	0.1	6	.	-13

Next section
#	Structure	EWS-Fli block	E-sel inducer	S100A4 inh HTS	esBAF inh
41	CCSCc1nnc(SCC(=O)Nc2nccs2)n1CC	-1	2.1	-7	.
42	C[C@H]1CCCCO[C@H](CN(C)Cc2ccc3c(c2)OCO3)[C@@H](C)CN([C@@H](C)CO)C(=O)c2cc(NC(=O)c3ccncc3)ccc2O1	-8	0.3	13	-13
43	Cc1ccc(N(C(=O)c2ccc3c(c2)OCO3)C2C=CS(=O)(=O)C2)cc1C (configuration not stated)	4	-1.5	-8	-4
44	O=C(Nc1ccc2c(c1)[C@@H]1C[C@@H](CC(=O)N3CCOCC3)O[C@@H](CO)[C@@H]1O2)NC1CCCC1	0&6	0.4	-2&0	-1&-5
45	Cc1ccc(S(=O)(=O)Nc2ccc3c(c2)C(=O)N([C@H](C)CO)C[C@@H](C)[C@H](CN(C)CC2CCCCC2)OCCCC[C@@H](C)O3)cc1	6	0.2	-4	1
46	Cc1ccc(S(=O)(=O)Nc2ccc3c(c2)C(=O)N([C@@H](C)CO)C[C@H](C)[C@H](CN(C)C(=O)Nc2ccccc2)O3)cc1	4	1.5	2	2
47	O=C(NCc1ccc(Cl)c(Cl)c1)c1cc(C2CCCCN2C(=O)CCc2ccccc2)on1 (configuration not stated)	-9	-0.7	0	-6
48	C[C@H]1CN([C@@H](C)CO)C(=O)c2cc(NC(=O)c3ccncc3)ccc2O[C@H]1CN(C)Cc1ccc(C(F)(F)F)cc1	1	-2.2	-3	4

#	XiGFP reactiv	RAD52 inh	RAD54 branch	FN deposit inh
41	0.0	7	.	1
42	0.1	1	1	-1
43	0.0	-20	-8	0
44	0.0&0.1	-16&-13	1&4	-2&-10
45	0.3	42	8	.
46	0.1	0	7	.
47	0.0	-16	-1	-21
48	0.7	16	-3	.

Next entries.
#	Structure	EWS-Fli block	E-sel inducer	S100A4 inh HTS	esBAF inh
49	CCCN1CCN(CCCNC(=O)c2ccc(CS(=O)c3ccccc3C)o2)CC1 (configuration not stated)	.	0.2	8	2
50	N#C/C(=C(/O)COC(=O)c1ccccc1O)c1nc2ccccc2s1	3	.	3	.
51	O=C(c1ccc(=O)[nH]n1)N1CCN(S(=O)(=O)c2ccccc2F)CC1	3	0.3	1	-2
52	Cc1cccc(N2CC(C(=O)Nc3nnc(SCC(=O)N4CCOCC4)s3)CC2=O)c1 (configuration not stated)	.	0.2	-12	-10

#	XiGFP reactiv	RAD52 inh	RAD54 branch	FN deposit inh
49	-0.1	-3	-4	18
50	0.0	-61	.	2
51	0.0	-10	-1	4
52	0.0	-23	4	.
